LRH-1 inv ag: inverse agonists of human LRH-1 (NR5A2) | HEK293T StAR-luciferase reporter, LRH-1 transfected, 24 h | O00482 | 360,000 tested, 0.13% active | inhibition, % at 3.6 µM;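 active = inhibition above the mean inhibition of all tested compounds plus 3 SD, cut at about 73% in these data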;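 note: 0% = DMSO wells and 100% = reporter-only cells lacking LRH-1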
TWEAK-Fn14 inh: blocks TWEAK-Fn14 interaction in a reporter cell assay. AID 1159606. 360,000 tested, 2% active. inhibition, % at 10 µM. TWEAK-stimulated Fn14 reporter cells, luciferase luminescence, 8 h; in the data active = inhibition above about 50%
TROY NFkB inh: inhibitors of TROY-dependent NF-kB signaling. Q293 LMP1-TROYcd NF-kB luciferase reporter, 4 h. inhibition, % at 10 µM. 360,000 tested, 0.98% active;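 active = compounds whose plate-normalised and pattern-corrected inhibition of the luciferase reporter signal at the single screening dose is 50% or more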
NCOA2 inhibitor: human SRC2 (NCOA2) inhibition; 370,000 tested, 0.17% active; inhibition, % at 9 µM; HEK293 GAL4-SRC2 luciferase reporter, luminescence;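 active = inhibition above the mean inhibition of all tested compounds plus 3 SD, set per campaign, cut at about 52% in these data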;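 note: 0% = DMSO treated cells and 100% = cells given Gossypol at 36 µM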
COUP-TFII inh: NR2F2 (human) inhibition, primary screen | 370,000 tested, 0.7% active | inhibition, % at 8.6 µM | HEK293T NGFI-A luciferase reporter, luminescence | P24468;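 active = inhibition above a per-plate cutoff, mean inhibition of test wells between control levels plus 3 SD, cut at about 38% in these data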;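 note: cells cotransfected with COUP-TFII expression vector driving the NGFI-A reporter; 0% = median of COUP-TF2 test wells and 100% = reporter-only cells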
SRC1 inh: inhibitors of human steroid receptor coactivator 1 (SRC1) | Q15788 | HEK293 GAL4-SRC1 luciferase reporter, luminescence | inhibition, % at 3.6 µM | 360,000 tested, 0.12% active | AID 588354;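 active = inhibition above the campaign mean plus 3 SD, with each screening campaign given its own cutoff, cut at about 60% in these data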;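 note: 0% = DMSO treated cells and 100% = gossypol at 36 µM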
NOD2 RIPK2 PPI: NOD2-RIPK2 protein interaction inhibition; O43353; CHO BLA complementation NOD2-RIPK2, CCF4 ratio; inhibition, % at 4.98 µM; 360,000 tested, 0.38% active; in the data active = inhibition above about 21%;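 note: 0% = vehicle only and 100% = reference blocker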
LMP1 NFkB inh: inhibitors of Epstein-Barr LMP1-induced NF-kappaB reporter; LMP1-induced NF-kappaB luciferase reporter cells, luminescence; inhibition, % at 12.5 µM; AID 504558; 350,000 tested, 0.69% active; in the data active = inhibition above about 41%;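 note: 0% = neutral control wells and 100% = reference inhibitor control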
TLR9-MyD88 inh: blocks human TLR9 binding to MyD88. Q9NR96+Q99836. CHO BLA complementation TLR9-MyD88, CCF4 FRET ratio. inhibition, % at 4.98 µM. 340,000 tested, 0.21% active. AID 504734;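 active = inhibition above the mean over all tested compounds plus 3 SD, cut at about 21% in these data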;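 note: 0% = DMSO only wells and 100% = clavulanate BLA inhibitor control wells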
SRC3 inh: inhibits human SRC3 coactivator; Q9Y6Q9; HEK293 GAL4-SRC3 luciferase reporter, luminescence; inhibition, % at 3.6 µM; 360,000 tested, 0.17% active; AID 588352;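 active = inhibition above a per-campaign cutoff, the mean of all compounds plus 3 SD, cut at about 60% in these data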;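 note: 0% = DMSO-treated cells and 100% = gossypol-treated cells at 36 µM; higher means less SRC3-driven luciferase light from the GAL4 reporter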
TRAIL sens C8: caspase-8 TRAIL sensitization; inhibition (viability loss, TRAIL sensitization), % at 10 µM; AID 624354; NB7+C8 cells + TRAIL, ATPlite viability luminescence; 360,000 tested, 1% active;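 active = compounds causing at least 50% loss of cell viability in the single-dose screen, relative to plate controls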
Numbers without * were called inactive; nt = not tested or not shown. An excerpt; the hit share may differ from the screen's.

cpd	SMILES	LRH-1 inv ag	TWEAK-Fn14 inh	TROY NFkB inh	NCOA2 inhibitor	COUP-TFII inh	SRC1 inh
1	CCC1SC2=NC(C)=C(C(=O)OCC(C)C)C(/C=C/c3ccccc3OC)N2C1=O (stereo not drawn)	15	-5	18	-3	-16	5
2	O=S(=O)(NCCc1ccccn1)c1ccc(OC(F)(F)F)cc1	4	-2	9	-12	-9	7
3	Cn1c2c(c(=O)n(C)c1=O)C(C(F)(F)F)(C(F)(F)F)N=C(CCC1CCCCC1)N2	52	60*	53*	16	22	15
4	O=C(CN1C(=O)NC2(CCCCC2)C1=O)Nc1cccc2ncccc12	16	-4	-6	-7	11	0
5	Cc1cc(NC(=O)c2ccc(F)cc2)n(CCOC(=O)c2ccc(F)cc2)n1	26	5	10	12	16	-14
6	O=C(COC(=O)c1cc2ccccc2oc1=O)c1cccc([N+](=O)[O-])c1	-2	0	-1	-1	-2	-27
7	CCOc1ccccc1N(C)S(=O)(=O)c1ccc2c(c1)CC(C)N2C(=O)C1CC1 (stereo not drawn)	8	-6	-7	-43	4	20
8	CN(C)C(=O)c1cccc(-c2cnc3c(NC=O)cc(-c4ccccc4F)cn23)c1	-20	-19	0	-9	-102	-50
9	COc1ccc(-c2ccc3oc(-c4ccc(OC)cc4)c(C#CCCO)c3c2)cc1	17	-28	2	13	2	-32
10	Cc1ccc(C(=O)CCC(=O)CCC(=O)O)cc1	4	10	8	-13	-16	-2
11	COc1cccc(C(C(=O)NCc2ccccc2)N2CCN(C(=O)C3CCCO3)CC2)c1OC (stereo not drawn)	12	nt	nt	-11	-7	nt
12	COc1cc(F)ccc1-c1csc(C(C)(O)c2ccc(F)c(F)c2)n1 (stereo not drawn)	-3	4	5	-8	3	-6
13	CCCCN(C(=O)COc1ccc(NC(C)=O)cc1)C1CCS(=O)(=O)C1 (stereo not drawn)	21	-6	-9	-31	8	-16
14	CC1=C(C(=O)N(C(C)C)C(C)C)CC(CC(=O)NCc2cccc3ccccc23)C(=O)N1CCC1=CCCCC1 (stereo not drawn)	28	46	23	10	11	-10
15	CC1(C)CC(NC(=O)C2CCC(=O)N(C3CC3)C2)CC(C)(C)C1 (stereo not drawn)	3	8	-16	-1	3	6

cpd	NOD2 RIPK2 PPI	LMP1 NFkB inh	TLR9-MyD88 inh	SRC3 inh	TRAIL sens C8
1	-11	-9	-4	6	1
2	-9	-3	-8	0	14
3	0	19	-12	-11	32
4	-6	7	0	-13	2
5	-19	12	-5	14	3
6	6	4	10	27	-12
7	-4	-3	12	22	30
8	7	nt	nt	-16	29
9	-4	-10	2	-58	21
10	1	4	-13	-18	-8
11	0	nt	nt	nt	6
12	3	nt	nt	3	-5
13	-4	2	5	-9	-5
14	-1	nt	nt	7	15
15	-5	-2	5	-6	-8

(list continues)
cpd	SMILES	LRH-1 inv ag	TWEAK-Fn14 inh	TROY NFkB inh	NCOA2 inhibitor	COUP-TFII inh	SRC1 inh
16	O=C(Nc1nnc(SCCN2CCOCC2)s1)C1CC(=O)N(c2ccc(F)cc2)C1 (stereo not drawn)	0	0	13	-16	-16	10
17	O=C(OCC(=O)N(Cc1ccccc1)C1CCS(=O)(=O)C1)c1cc2c(s1)CCCC2 (stereo not drawn)	23	2	-9	6	-3	-3
18	Cc1[nH]c(C)c(S(=O)(=O)N2CCN(c3ccccc3F)CC2)c1C(=O)N1CCCC1	-3	-3	-4	-4	-16	2
19	COc1ccc(C(=O)NNC(=S)NC(=O)c2ccccc2[N+](=O)[O-])cc1	11	-2	-28	5	10	-29
20	CCOc1ccc(C(=O)Cc2cc(OC)c(OC)cc2[N+](=O)[O-])cc1	-13	-7	-49	-4	-11	0
21	FC(F)Oc1ccc(NC(=S)NCc2cccnc2)cc1	21	14	-8	-5	-8	1
22	COc1ccccc1NS(=O)(=O)c1cccc(C(=O)NCC(C)(C)N2CCOCC2)c1	3	3	-6	-21	16	9
23	COc1ccc(C(=S)N2CCN(c3ccccc3C)CC2)cc1OC	-21	-2	8	-25	1	-2
24	O=C(CSc1nnnn1Cc1ccccc1)c1ccc(F)cc1	-15	-17	-13	-30	-24	-9
25	COc1ccc(-c2coc(CCC(=O)N3CCN(c4cc(C)ccc4C)CC3)n2)cc1	5	5	1	22	10	-4
26	Fc1ccc(CNc2ccc(CNc3ncn[nH]3)cc2)cc1	11	12	-21	-7	3	-24
27	NC(=O)C1CCN(c2nc(C3CC3)nc3c2nnn3Cc2ccccc2Cl)CC1	6	11	14	17	11	4
28	O=C(Nc1cccc2ccccc12)c1csc([C@@H]2O[C@H](CO)[C@@H](O)[C@H]2O)n1	26	16	20	-8	-6	15
29	CCCCSc1nc(N)nc2c1ncn2C1OC(CO)C(O)C1O (stereo not drawn)	-15	-25	-20	-14	-12	-10
30	O=[N+]([O-])c1ccc(N2CCN(CCOc3nonc3-c3ccccc3)CC2)c(Cl)c1	12	24	-20	-16	21	16

cpd	NOD2 RIPK2 PPI	LMP1 NFkB inh	TLR9-MyD88 inh	SRC3 inh	TRAIL sens C8
16	-1	-2	-5	2	-12
17	3	-3	5	24	21
18	-1	-4	-6	-19	-3
19	9	-5	-7	-2	6
20	-8	-8	-6	-23	17
21	-3	8	4	18	3
22	-14	1	-9	17	0
23	3	19	-5	-1	12
24	-4	-1	-9	-50	-10
25	5	8	4	2	-4
26	2	-4	3	-14	17
27	2	-27	7	-6	0
28	-11	nt	nt	26	-2
29	9	nt	nt	-19	5
30	6	6	-3	3	-5

Next section:
cpd	SMILES	LRH-1 inv ag	TWEAK-Fn14 inh	TROY NFkB inh	NCOA2 inhibitor	COUP-TFII inh	SRC1 inh
31	COc1cccc(-c2nnc(NC(=O)CCS(=O)(=O)c3ccc(F)cc3)o2)c1	21	-2	2	-12	-6	-6
32	CC12CCC(c3c(CO)nn(-c4ccccc4)c31)C2(C)C (stereo not drawn)	-8	-19	-17	-1	9	-2
33	NCC(=O)NCC(=O)NC[C@H]1O[C@@H](n2ccc(=O)[nH]c2=O)[C@H](O)[C@@H]1O	-6	-6	-10	9	-2	-23
34	CCOC(=O)c1c(C)[nH]c(C(=O)CN2C(=O)NC(C)(CC(C)C)C2=O)c1C (stereo not drawn)	4	12	-6	9	8	-14
35	O=C(Cc1ccccc1)NCC(=O)N1CCN(c2ccccc2F)CC1	-7	-1	20	-21	-6	-21
36	CCOc1cc(C(=O)N2CCOCC2)ccc1OCc1ccccc1	-5	7	-20	-9	-21	-20
37	COc1cc(C(=O)N(C)C2CCCN(Cc3ccccc3F)C2)cc(OC)c1OC (stereo not drawn)	23	-23	-5	-19	8	8
38	COc1ccc(-n2cnnc2SCC(=O)Nc2cc(S(=O)(=O)N3CCCCC3)ccc2C)cc1	8	-1	19	0	-8	6
39	COc1cccc(/C=N/n2c(-c3ccco3)nc3ccccc3c2=O)c1OC	-11	27	1	10	-4	-2
40	CCCNC(=O)c1noc2c1CCc1ccccc1-2	-140	-2	-72	-33	-11	-70
41	C=CCN(C(=O)CN1CCCCC1)c1nc(-c2ccccc2)cs1	-44	-7	-23	-1	-9	-56
42	CC(=O)NS(=O)(=O)c1ccc(NC(=O)c2ccc(Cl)cc2[N+](=O)[O-])cc1	8	-9	-1	-13	12	-1
43	C=CCN(C(=O)c1csnn1)C(C(=O)NCc1ccc(F)cc1)c1ccccc1F (stereo not drawn)	-18	4	-1	15	-14	1
44	CSc1ncc(Cl)c(C(=O)Nc2c(C)cccc2C)n1	-3	1	-5	-4	6	-18
45	CCN(C(=O)CSc1nc2cc(Cl)ccc2c(=O)n1Cc1ccco1)C1CCS(=O)(=O)C1 (stereo not drawn)	10	-7	9	-4	15	-8

cpd	NOD2 RIPK2 PPI	LMP1 NFkB inh	TLR9-MyD88 inh	SRC3 inh	TRAIL sens C8
31	-4	2	3	0	-4
32	1	-1	-3	4	-6
33	-8	-1	-4	6	-14
34	3	-14	-1	10	-5
35	0	4	-8	10	-31
36	-3	4	6	-1	18
37	9	1	-3	-7	7
38	0	13	-1	5	4
39	6	7	-1	-13	5
40	1	-27	9	-70	12
41	0	-13	5	-2	22
42	-13	-1	0	-4	-6
43	0	-4	-15	0	-5
44	8	0	-7	-21	-20
45	1	5	-6	-3	-4

(continued)
cpd	SMILES	LRH-1 inv ag	TWEAK-Fn14 inh	TROY NFkB inh	NCOA2 inhibitor	COUP-TFII inh	SRC1 inh
46	CC(=O)c1cccc(-c2ccc3c(c2)C(C)(Cc2ccccc2F)C(=O)N3)c1 (stereo not drawn)	27	58*	20	-9	6	10
47	CN(Cc1ccccc1)C(=O)c1nc2ccccn2c1CN1CCC(N2CCOCC2)CC1	10	-14	-13	-17	-12	-4
48	O=C(O)CCS(=O)(=O)c1ccccc1Cl	10	-17	7	-11	7	1
49	COC(=O)c1ccc2nc(-c3ccccc3)c(Cc3ccsc3)n2c1	-27	6	-27	-36	-16	-21
50	O=C(Cn1cnc2c(OCc3ccccc3)ncnc21)NCc1nc2ccccc2[nH]1	26	14	5	27	-1	-3
51	COc1cc(OC)c(/C=N/NC(=O)c2ccncc2)cc1Br	-8	19	0	8	17	-13
52	O=C(/C=C/c1ccc(F)cc1)NNC(=O)CCN1CCN(Cc2ccccc2)CC1	16	2	-7	14	15	7
53	O=C(Nc1cc2c(cc1Br)OCCO2)c1ccc(=O)[nH]c1	-2	-2	-4	-6	-22	-10

cpd	NOD2 RIPK2 PPI	LMP1 NFkB inh	TLR9-MyD88 inh	SRC3 inh	TRAIL sens C8
46	-4	nt	nt	-3	-5
47	-5	-5	4	21	0
48	4	1	-4	9	-15
49	-6	nt	nt	-40	-23
50	-7	-2	0	-43	1
51	-5	-8	nt	24	-8
52	-9	-38	-4	11	0
53	3	5	4	-21	-2

Reprinted at random: 5 records from the list.
cpd	SMILES	LRH-1 inv ag	TWEAK-Fn14 inh	TROY NFkB inh	NCOA2 inhibitor	COUP-TFII inh	SRC1 inh
30	O=[N+]([O-])c1ccc(N2CCN(CCOc3nonc3-c3ccccc3)CC2)c(Cl)c1	12	24	-20	-16	21	16
50	O=C(Cn1cnc2c(OCc3ccccc3)ncnc21)NCc1nc2ccccc2[nH]1	26	14	5	27	-1	-3
52	O=C(/C=C/c1ccc(F)cc1)NNC(=O)CCN1CCN(Cc2ccccc2)CC1	16	2	-7	14	15	7
21	FC(F)Oc1ccc(NC(=S)NCc2cccnc2)cc1	21	14	-8	-5	-8	1
5	Cc1cc(NC(=O)c2ccc(F)cc2)n(CCOC(=O)c2ccc(F)cc2)n1	26	5	10	12	16	-14

cpd	NOD2 RIPK2 PPI	LMP1 NFkB inh	TLR9-MyD88 inh	SRC3 inh	TRAIL sens C8
30	6	6	-3	3	-5
50	-7	-2	0	-43	1
52	-9	-38	-4	11	0
21	-3	8	4	18	3
5	-19	12	-5	14	3
